SENP8 block-1 – SENP8 protease inhibition | AID 2540 | purified SENP8, Z-RLRGG-aminoluciferin cleavage, luminescence | inhibition, % at 10 µM | hit rate 1.2% among 330,000; in the data active means inhibition above about 50%
Target sequence (Q96LD8 whole entry, looked up): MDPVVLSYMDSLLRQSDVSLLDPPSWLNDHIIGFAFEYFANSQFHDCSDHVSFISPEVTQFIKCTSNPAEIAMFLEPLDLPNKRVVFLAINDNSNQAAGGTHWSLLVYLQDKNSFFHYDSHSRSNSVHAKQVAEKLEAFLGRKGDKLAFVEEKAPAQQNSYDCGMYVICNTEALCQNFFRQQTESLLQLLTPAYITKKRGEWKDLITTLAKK
MIN6 prolif – inducers of beta-cell replication in MIN6 cells; MIN6 cells proliferation, ATPlite luminescence, 48 h; cells starved in 0.2% serum; 100% = growth in 10% serum; proliferation, % at 10 µM; hit rate 0.29% among 330,000; AID 2380;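 active means compounds whose signal lies at least 3.5 SD above the mean of all wells on their plate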;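 further: 0% = DMSO-treated cells in low-serum medium and 100% = 10% serum control; some compounds called inactive have numbers as strong as hits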
SENP1 FRET inh – blocks the human SENP1 SUMO protease catalytic domain; inhibition, % at 10 µM; recombinant SENP1 catalytic domain, CyPet-SUMO1-YPet FRET cleavage; hit rate 0.21% among 360,000;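 active means inhibition at least 30% at 10 µM, raw YFP signal under a set limit, fluorescence ratio 0.5 to 1.5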;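 further: 0% = enzyme with DMSO and 100% = no enzyme wells; some results filed as inactive read as strong as hits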
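material = recombinant human SENP1 catalytic domain, His6-tagged | quantity = 20 pM enzyme | reagent = 25 nM SUMO1 FRET substrate | compound dosing = 10 µM single point, 0.5% DMSO | timing = 50 min enzyme reaction, room temperature, light-protected | detection = FRET, CFP and YFP emission | control set = no-enzyme low, enzyme-DMSO high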
UBC13 polyUb – blocks human UBC13 polyubiquitin chain formation; TR-FRET; inhibition, % at 20 µM; hit rate 0.47% among 330,000; P61088; in the data active means inhibition above about 45%, passing the limit was not always enough
PfGluPho inh – PfG6PD (Plasmodium falciparum) enzyme inhibition; inhibition, % at 20 µM; hit rate 0.78% among 350,000; PfGluPho enzyme, NADPH resazurin-diaphorase fluorescence;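 active means inhibition reaching at least a set limit at 20 µM in the primary screen, cut at about 59% in these data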;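 further: 0% = DMSO wells with substrate and 100% = DMSO wells lacking glucose-6-phosphate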
SENP8 block-2 – blocks human SENP8 cleavage of Nedd8 substrate. Q96LD8. recombinant SENP8, Nedd8 substrate fluorescence. inhibition, % at 20 µM. hit rate 0.64% among 360,000. AID 602440; in the data active means inhibition mostly above about 40%, no sharp cut-off; inactive means mostly below about 27%
SENP6 block – inhibitors of human SENP6 protease; Q9GZR1; Recombinant SENP6 catalytic domain, aminoluciferin luminescence; inhibition, % at 10 µM; hit rate 1.8% among 330,000;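 active means inhibition above about 50% at the single tested dose, limit read from the data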;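 further: plate controls were DMSO wells with enzyme for no effect and DMSO wells lacking enzyme for full effect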
SENP7 inh – SENP7 protease inhibition. recombinant SENP7, Z-RLRGG-aminoluciferin luminescence, 40 min. hit rate 1.5% among 330,000. inhibition, % at 5 µM;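 active means inhibition above about 50% at the single test dose, limit read from the data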;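 further: plate controls were DMSO with enzyme for no effect and no enzyme buffer wells for full effect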
HKDC1 inhibitor – blocks human hexokinase HKDC1 activity; recombinant HKDC1, G6PDH/diaphorase resazurin coupled fluorescence; inhibition, % at 20 µM; hit rate 0.16% among 340,000;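 active means inhibition above about 35% when tested at 20 µM, limit read from the data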;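 further: plate controls were DMSO wells with enzyme for no effect and DMSO wells lacking enzyme for full effect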
Target sequence (Q2TB90 whole entry, looked up): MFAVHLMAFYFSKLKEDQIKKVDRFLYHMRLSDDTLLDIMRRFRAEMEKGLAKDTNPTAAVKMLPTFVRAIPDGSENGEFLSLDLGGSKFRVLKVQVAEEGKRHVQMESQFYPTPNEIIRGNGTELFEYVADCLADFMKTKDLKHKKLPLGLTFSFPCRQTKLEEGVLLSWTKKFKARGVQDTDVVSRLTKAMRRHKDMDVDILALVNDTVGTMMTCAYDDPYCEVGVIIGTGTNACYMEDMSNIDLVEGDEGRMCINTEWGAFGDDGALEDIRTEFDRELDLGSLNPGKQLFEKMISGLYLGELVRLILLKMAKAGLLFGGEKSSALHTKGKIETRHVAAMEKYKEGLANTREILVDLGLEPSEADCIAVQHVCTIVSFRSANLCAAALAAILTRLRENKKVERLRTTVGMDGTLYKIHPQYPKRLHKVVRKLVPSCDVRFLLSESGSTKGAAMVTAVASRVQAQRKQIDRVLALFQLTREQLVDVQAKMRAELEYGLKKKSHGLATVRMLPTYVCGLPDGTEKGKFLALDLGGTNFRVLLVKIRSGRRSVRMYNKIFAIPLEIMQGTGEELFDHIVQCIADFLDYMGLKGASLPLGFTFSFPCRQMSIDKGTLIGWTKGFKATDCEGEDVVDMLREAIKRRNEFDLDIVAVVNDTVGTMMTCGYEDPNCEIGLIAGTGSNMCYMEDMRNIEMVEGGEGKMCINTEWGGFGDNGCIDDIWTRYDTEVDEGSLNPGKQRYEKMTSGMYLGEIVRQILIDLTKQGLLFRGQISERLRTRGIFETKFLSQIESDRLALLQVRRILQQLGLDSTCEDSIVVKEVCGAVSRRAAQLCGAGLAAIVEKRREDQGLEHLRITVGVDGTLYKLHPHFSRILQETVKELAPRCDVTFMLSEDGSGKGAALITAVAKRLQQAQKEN
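Test system: HK5 enzyme. Quantity: 5 µg/mL HK5 final. Reagent: glucose and ATP substrates. Schedule: 90 min reaction incubation at room temperature, dark. Technique: resazurin-to-resorufin fluorescence via G6PDH and diaphorase coupling, 525/613 nm. Control set: DMSO wells with and without enzyme mix.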
Active calls of the source: *; i = inactive; . = not tested or not shown. A portion of the library (hit frequency here may not be typical).

SMILES	SENP8 block-1	MIN6 prolif	SENP1 FRET inh	UBC13 polyUb	PfGluPho inh	SENP8 block-2	SENP6 block	SENP7 inh	HKDC1 inhibitor
Cc1oc(-c2ccc(Cl)cc2)nc1CS(=O)CC(=O)N1CCC2(CC1)OCCO2 (stereo not drawn)	-13	-1	1	-1	-7	12	-16	3	-4
N#Cc1cn(C2OC(CO)C(O)C2O)c2ncnc(N)c12 (stereo not drawn)	.	.	1	.	-9	13	.	.	0
CCCCCn1c(=O)c(C(=O)Nc2nc(CC(=O)OCC)cs2)c(O)c2ccccc21	-8	-5	2	-10	-13	-10	4	-11	-2
CCC(=O)c1cn(Cc2ccccc2)c2ccccc12	-7	-2	1	22	10	17	0	-4	-6
Oc1ccc2c3c1OC1c4oc5ccccc5c4C[C@@]4(O)[C@@H](C2)N(CC2CC2)CC[C@]314 (stereo partly drawn)	9	-4	-1	0	4	-3	-4	5	-1
CCCCn1c(=O)c(C=Nc2cccnc2Cl)c(O)n(CCCCl)c1=O	-5	1	1	4	3	-118	-9	-2	26
O=P1(NCCCl)OCCCN1CCCl (stereo not drawn)	-3	-2	1	46*	-5	16	-20	-2	-1
c1ccc2c(N3CCNCC3)cccc2c1	3	-6	-2	14	13	-70	-8	-3	13
COc1ccc(OCC(=O)N2CCCC(N3CCN(c4ccccc4C)CC3)C2)cc1 (stereo not drawn)	-10	-2	1	-10	-11	2	-4	19	6
COC(=O)C1=C(c2ccc(OCc3ccccc3)cc2)C[C@@H]2CC[C@H]1N2C(=O)NC1CCN(Cc2ccccc2)CC1	-7	-7	3	55*	11	27	2	-3	1
COc1ccc(C(=O)Nc2cccc(S(=O)(=O)NCc3ccco3)c2)cc1	-17	0	-2	-3	17	3	-11	1	-6
S=P(NCCSCc1ccccc1)(N1CC1)N1CC1	.	.	1	.	9	19	.	.	2
O=c1[nH]c(=S)[nH]c(O)c1N=Nc1ccc2c(c1)OCCO2	87*	-6	36*	-386	21	42*	92*	92*	-1
CCC(=O)C(CCN1CCOCC1)(c1ccccc1)c1ccccc1	0	-1	0	4	-1	4	-21	7	1
CCC(C)N1C(=O)/C(=C\c2cnc(N(C)C)nc2)C(=O)NC1=S (stereo not drawn)	-4	-2	-31	-18	0	-19	1	1	-2
O=c1[nH]c2ccccc2n1C1CCN(CCCC(c2ccc(F)cc2)c2ccc(F)cc2)CC1	-6	-8	-1	40	17	2	-4	9	1
O=C(O)Cn1cc(/C=C2\C(=O)NC(=O)N(c3ccc(F)cc3)C2=O)c2ccccc21	12	-1	.	-28	.	.	-11	-9	.
COC(=O)N(C)c1ccc(C(O)(C(=O)OC)C(F)(F)F)cc1 (stereo not drawn)	-18	1	2	-3	-4	12	-20	-7	-11
FC(F)(F)c1ccccc1CCN1CCNCC1	6	-4	1	0	-4	16	4	7	-5
Cc1cccc(OP(N)(N)=O)c1C	-4	-3	1	-4	-3	-6	-14	-7	-14
Cc1nc2ccc(Br)cc2c(=O)n1-c1ccc([N+](=O)[O-])c(C(F)(F)F)c1	-4	-2	2	-8	12	40	6	1	-6
N#CCC(=O)NN1Cc2ccccc2C1=N	1	0	1	-7	7	9	3	2	-4
O=C(Nc1ccccc1)c1c(O)c2c(n(Cc3ccco3)c1=O)CCCC2	-8	1	-1	3	5	-17	-21	1	-1
CNCC(=O)c1ccccc1	-9	-3	1	4	-41	9	-3	-1	-7
Cc1ccc(S(=O)(=O)Oc2ccccc2C=C2C(=O)N(C)C(=O)N(C)C2=O)cc1	-2	-5	2	4	12	7	5	-5	1
CCC(C)N=Cc1c(O)n(-c2ccccc2)c(=O)[nH]c1=O (stereo not drawn)	7	3	1	4	32	20	-2	4	-1
CC(O)(CS(=O)(=O)c1ccccc1)C(=O)Nc1cccc(C(F)(F)F)c1 (stereo not drawn)	7	-4	0	-12	16	18	9	1	-5
CSc1ccc(CNC2CN3CCC2CC3)cc1 (stereo not drawn)	0	2	0	7	8	6	-3	4	-6
COc1cc(O)cc2c1C(=O)OC(C)CCCC(=O)CCC/C=C\2 (stereo not drawn)	-7	-1	2	-2	8	5	-40	-4	-4
COc1ccccc1N1CCN(Cc2ccc(F)cc2)CC1	4	1	-2	-3	-12	8	3	5	3
O=C(CF)N(O)c1ccc(C=Cc2ccccc2)cc1	.	.	-2	.	15	-108	.	.	-4
Cc1cccc(N2C(=O)CC(=O)NC2=O)c1	2	-1	-4	-7	6	22	-7	6	-4
O=C(O)C1C2CCC(O2)C1C(=O)Nc1ccc(Cl)cc1 (stereo not drawn)	8	-4	1	1	-9	16	11	0	0
Cc1ccc(S(=O)(=O)NP(=O)(Oc2ccccc2)Oc2ccccc2)cc1	-3	0	3	-2	-56	5	-6	6	12
Cc1nc2ccc(Cl)cc2c(=O)n1-c1cccc(Cl)c1	-14	-2	2	2	-17	2	3	-5	-7
CCN(CC)c1ccc(C=C2C(=O)N(C)C(=S)N(C)C2=O)o1	4	-2	87*	i	5	18	3	5	-12

6 compounds drawn at random from the list so far:
SMILES	SENP8 block-1	MIN6 prolif	SENP1 FRET inh	UBC13 polyUb	PfGluPho inh	SENP8 block-2	SENP6 block	SENP7 inh	HKDC1 inhibitor
Cc1nc2ccc(Cl)cc2c(=O)n1-c1cccc(Cl)c1	-14	-2	2	2	-17	2	3	-5	-7
O=C(O)C1C2CCC(O2)C1C(=O)Nc1ccc(Cl)cc1 (stereo not drawn)	8	-4	1	1	-9	16	11	0	0
CCN(CC)c1ccc(C=C2C(=O)N(C)C(=S)N(C)C2=O)o1	4	-2	87*	i	5	18	3	5	-12
COc1cc(O)cc2c1C(=O)OC(C)CCCC(=O)CCC/C=C\2 (stereo not drawn)	-7	-1	2	-2	8	5	-40	-4	-4
O=C(CF)N(O)c1ccc(C=Cc2ccccc2)cc1	.	.	-2	.	15	-108	.	.	-4
Cc1ccc(S(=O)(=O)Oc2ccccc2C=C2C(=O)N(C)C(=O)N(C)C2=O)cc1	-2	-5	2	4	12	7	5	-5	1

Additional compounds follow.
SMILES	SENP8 block-1	MIN6 prolif	SENP1 FRET inh	UBC13 polyUb	PfGluPho inh	SENP8 block-2	SENP6 block	SENP7 inh	HKDC1 inhibitor
CCCCn1c(N)c(C(=O)OCCOC)c2nc3ccccc3nc21	3	-2	-45	2	7	-454	5	4	3
CN1CCN(Cc2ccc3ccccc3c2)CC1	5	-1	2	-4	-8	11	2	0	-8
CN1C(=O)C(Cc2nc3ccccc3c(=O)n2-c2ccccc2)c2ccccc21 (stereo not drawn)	0	-2	1	-4	10	7	3	-2	-4
COC(=O)C1=C(c2ccc3ccccc3c2)C[C@@H]2CC[C@H]1N2C(=O)NCCO	-7	-1	1	-19	3	7	-36	-5	-1
O=C(Nc1ccccc1)NC1CC2CCC(C1)N2 (stereo not drawn)	-2	-4	0	1	7	28	-1	-5	0
CC1NC(=O)NC(=O)C1Br (stereo not drawn)	.	.	0	.	8	5	.	.	-5
O=C1NC(=O)N(c2ccccc2)C(=O)/C1=C/c1ccc(Sc2ccccc2)o1	.	.	-11	.	53	4	.	.	26
Cc1ccc(CN2C3CCCC2CC(NC(=O)Nc2cccc(F)c2)C3)cc1 (stereo not drawn)	-2	-6	4	22	5	19	-3	5	-9
CCOC(=O)C(C)(CC)NC(=O)CSP(=S)(OCC)OCC (stereo not drawn)	1	-2	1	-2	11	8	0	5	13
COc1ccc(CCNCc2cccn2C)cc1OC	-5	1	0	2	5	6	-15	-12	-1
COC(=O)c1c(C)[nH]c(C(=O)C(C)[N+]23CCN(CC2)CC3)c1C (stereo not drawn)	-10	-2	0	-16	3	0	-3	-2	3
Cn1cc([N+](=O)[O-])c(C(=O)Nc2ccc3c(C(F)(F)F)cc(=O)oc3c2)n1	-4	7	-9	-2	-4	-87	-13	1	2
CCCCCCCC(=O)NC(Oc1ccccc1[N+](=O)[O-])C(Cl)(Cl)Cl (stereo not drawn)	-8	-1	4	-10	1	18	-2	5	-5
CN(C(=O)c1ccco1)C1(c2ccccc2Cl)CCCCC1=O (stereo not drawn)	-5	-3	1	2	18	24	1	-6	-4
O=c1c2ccccc2nc(-c2cccs2)n1-c1ccccc1	-3	-1	1	6	-18	26	-10	6	0
C/C(=N\N1CCCCC1c1cccnc1)c1c(O)n(C2CCCCC2)c(=S)[nH]c1=O (stereo not drawn)	-8	-5	-15	-12	-3	25	-8	4	-4
CCOc1cc(C=C2C(=O)NC(=O)NC2=O)ccc1OS(=O)(=O)c1ccccc1	0	-2	0	-2	14	18	-6	6	3
CN(C)CC1CSCCC1(O)c1ccc(Cl)cc1 (stereo not drawn)	4	1	2	-6	2	23	-1	8	-2
Cc1cc(C)c(C(=O)N2CCC3(CC2)OCCO3)c(C)c1	-9	0	0	-3	5	7	-3	9	-6
NC(=O)c1cn(C2CCCCC2)c2ccccc2c1=O	4	-1	2	0	6	12	19	3	-1
CC(Cc1ccccc1)NCCC(=O)NC(C)Cc1ccccc1 (stereo not drawn)	5	-4	2	4	-5	5	-1	2	-3
O=c1[nH]c(=S)n(C2CC2)c(O)c1C=NCc1ccc(F)cc1	6	-3	2	3	-11	27	13	2	-4
CCOP(=O)(NC(C)C)Oc1ccc(SC)c(C)c1 (stereo not drawn)	.	.	-1	.	-12	11	.	.	-2
CCCCCCn1c(O)c(C=NCCN2CCOCC2)c(=O)[nH]c1=O	-1	-1	-1	-1	-4	-2	-5	2	-10
COc1ccc(/C=C2/C(=O)NC(=O)N(c3ccc(C)c(C)c3)C2=O)cc1CN1C(=O)c2ccccc2C1=O	-8	0	0	-2	29	16	11	1	8
COc1ccc(/C=C2/C(=O)NC(=O)N(c3ccccc3)C2=O)cc1CN1C(=O)c2ccccc2C1=O	-1	-1	-2	6	21	15	-6	1	2
O=C(NC(Cc1cnc[nH]1)C(=O)O)c1ccccc1 (stereo not drawn)	0	3	4	-3	-2	17	-8	-1	-6
COc1ccc(O)c(CN2CCCC(C(=O)c3sccc3C)C2)c1 (stereo not drawn)	2	-2	1	10	11	21	-36	6	-1
O=C(c1cc(F)ccc1F)C1CCCN(Cc2ccc3nonc3c2)C1 (stereo not drawn)	10	0	3	1	6	23	-2	-2	-1
COCCCNC(=O)c1c(N)n(Cc2ccco2)c2nc3ccccc3nc12	0	-3	-39	-27	22	-464	7	-1	15
CCC1(C)CC(CCNCc2ccc(N(C)C)cc2)(c2ccc(F)cc2)CCO1 (stereo not drawn)	3	-4	4	15	-8	7	6	6	-1
COC(=O)C1=C(c2ccccc2OCc2ccccc2)C[C@@H]2CC[C@H]1N2C(=O)NCCN1CCOCC1	0	3	2	8	12	15	10	4	-9
OC1(c2ccc(F)cc2)CCNC1 (stereo not drawn)	-7	2	1	-2	13	15	-22	1	-4
O=C1C2CCN(CC2)C12CC2c1ccc(C(F)(F)F)cc1 (stereo not drawn)	-7	0	2	-6	15	10	-20	11	-1
CC1C2Cc3ccc(O)cc3[C@]1(C)CCN2CCc1ccccc1 (stereo partly drawn)	5	0	1	10	-3	1	-29	0	-1
O[C@@H]1CCCN2CCc3c([nH]c4ccccc34)[C@H]12	.	.	-96	.	-12	-4	.	.	1
CCOc1cc2c(cc1OCC)-n1cccc1C(c1ccc(F)c(OC)c1)NC2 (stereo not drawn)	-7	0	-16	4	13	3	-59	-7	-1
COc1cccc(C2=NOC(C(=O)N3CCC4(CC3)OCCO4)C2)c1 (stereo not drawn)	-3	-3	0	12	-9	7	30	28	-1
Cc1nn(Cc2ccccc2)c(C)c1C(=O)OCC(=O)Nc1ccccc1SCC#N	-1	-1	48*	10	-15	4	0	8	-1

Source: PubChem
